From PubChem BioAssay
Spn DPM-DC inh: S. pneumoniae DPM-DC inhibition | purified DPM-DC, PK/LDH coupled NADH fluorescence | calls only at 10 µM | actives 0.49% (n = 65,000) | AID 556;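 active = the 320 compounds with the highest percent inhibition in the single-dose primary screen, excluding strongly autofluorescent ones, cut at about 32% in these data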;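 also: kinetic rate of NADH fluorescence loss reporting ADP formed by the decarboxylase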
Spn MK inh: inhibitors of Streptococcus pneumoniae mevalonate kinase | purified MK, PK/LDH-coupled NADH absorbance 340 nm | inhibition, % at 10 µM | actives 0.48% (n = 65,000) | AID 555;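 active = ranked among the strongest by inhibition in the single 10 µM screen, a fixed top-ranked set picked for dose follow-up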; also: no value below 0 was filed
Alkaline phosphatase: inhibition of tissue-nonspecific alkaline phosphatase – biochemical, luminescent (AID 518) | purified TNAP enzyme, luminescent substrate readout; higher % means a stronger effect | one-dose inhibition, % at 20 µM; IC50 in µM for titrated hits | actives 0.09% (n = 64,000); in the data active = a potency from the dose series; inactive = the rest, 99 in 100 with inhibition below about 22%;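 also: plate controls were vehicle for no effect and reference inhibitor for full effect; many of its hits are not listed in these tables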
LYP inhibition: inhibition of human PTPN22 tyrosine phosphatase – biochemical, DiFMUP fluorescence, recombinant catalytic domain, 10 µM, primary screen (AID 606). recombinant LYP catalytic domain, DiFMUP fluorescence; higher % means a stronger effect. inhibition, % at 10 µM; hits with a dose series show IC50 in µM. 52,000 tested, under 10 active;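 active = IC50 under 40 µM in the dose-response test; inactive = IC50 of 40 µM or more, or never dose-tested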
Bfl-1 inhibitors: Bfl-1 inhibitors, primary screen, biochemical, fluorescence polarization, FITC-Bid, mouse (AID 432); FITC-Bid BH3 peptide fluorescence polarization displacement; higher % means a stronger effect; one-dose displacement, % at 20 µM; IC50 in µM for titrated hits; actives 0.02% (n = 64,000); in the data active = a potency from the dose series; inactive = the rest, 99 in 100 with displacement below about 15%; also: strong numbers were not always called active
PMK inhibit: blocks S. pneumoniae phosphomevalonate kinase; purified PMK, PK/LDH-coupled NADH absorbance 340 nm; inhibition, % at 10 µM; actives 0.49% (n = 65,000); AID 539;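 active = top-ranked compounds by inhibition in the single 10 µM screen, taking a fixed number of the strongest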;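 also: 0% = full reaction with DMSO carrier and 100% = background rate without enzyme reaction; no value below 0 was filed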
HPDE-C7 viability: HPDE-C7 pancreatic duct cell viability loss – fluorescence, HTS (AID 430); HPDE-C7 pancreatic duct cells viability, fluorescence; higher % means a stronger effect; cytotoxicity, % at 10 µM; hits with a dose series show EC50 in µM; actives 1.8% (n = 63,000);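 also: cells exposed to compound for 48 hours before viability readout; 0% = vehicle and 100% = reference cytotoxic drug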
HT1080 cytotoxicity: cytotoxicity in HT1080 fibrosarcoma cells, cell-based, fluorescence readout (AID 620); actives 0.42% (n = 87,000); cytotoxicity, % at 10 µM, or EC50 in µM where a hit was titrated; HT1080 viability, fluorescence; higher % means a stronger effect;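 also: cells exposed to compound overnight then 4 h with Alamar Blue; 0% = vehicle DMSO and 100% = killing control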
HPDE-C7K KRASV12: cytotoxicity in KRAS-transformed pancreatic duct cells, primary screen, cell-based, fluorescence, HTS (AID 431). HPDE-C7K KRASV12 cells, Alamar Blue viability, 48 h; higher % means a stronger effect. one-dose cytotoxicity, % at 10 µM; EC50 in µM for titrated hits. actives 1.7% (n = 63,000);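 active = compounds whose percent cytotoxicity in the single-dose primary screen, scaled between solvent and toxic-drug controls, exceeds 50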;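 also: 0% = DMSO solvent wells and 100% = doxorubicin-treated wells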
PMK inhibit pilot replicates: recorded beside PMK inhibit, whose call it bears; inhibition, %; measured here: pilot screen replicates
Spn MK inh pilot replicates: recorded beside Spn MK inh, whose call it bears; inhibition, %; measured here: pilot screen replicates
Spn DPM-DC inh pilot screen %: further read-out of Spn DPM-DC inh, marked with its call; inhibition, %; measured here: pilot screen trials
Starred values were filed as active, the others as inactive; i = inactive; · = no result given. Rule as the data show it, unless noted: active = cytotoxicity above about 50%; inactive = the rest. No enrichment for hits, and some 3.4% of all compounds hit somewhere here.

SMILES | Spn DPM-DC inh | Spn MK inh | Alkaline phosphatase | LYP inhibition | Bfl-1 inhibitors | PMK inhibit | HPDE-C7 viability | HT1080 cytotoxicity | HPDE-C7K KRASV12 | others
COc1cccc(C(N)CC(=O)O)c1 (stereo not drawn) | i | 4 | 15% | -10% | -5% | 3 | -10% | -15% | -3%
COc1ccccc1NS(=O)(=O)c1ccc(C(=O)OCC(=O)NCc2ccco2)cc1 | i | 4 | 7% | 16% | 1% | 8 | -8% | -9% | -22%
O=C(Cn1ncc2c1-c1ccccc1OC2)Nc1ccc(Cl)cn1 | i | 8 | 17% | -2% | 6% | 12 | 8% | -9% | 9% | PMK inhibit pilot replicates=2.0;Spn MK inh pilot replicates=1.5;Spn DPM-DC inh pilot screen %=1.5
Cc1cc(C(=O)Nc2sc(C)c(C)c2C#N)no1 | i | 6 | 4% | 8% | -4% | 7 | 4% | 4% | -1%
COc1cccc(C(=O)N(CN2CCCC2=O)c2cccc(Cl)c2)c1OC | i | 5 | 6% | -5% | 6% | 5 | 8% | 35% | 5%
COc1cc(C2C(C#N)=C(N)OC3=C2C(=O)CCC3)ccc1OC(=O)N1CCOCC1 (stereo not drawn) | i | 5 | 14% | 13% | -5% | 7 | 1% | -14% | -7% | PMK inhibit pilot replicates=6.0;Spn MK inh pilot replicates=1.0;Spn DPM-DC inh pilot screen %=1.0
Cc1cc(C(=O)COC(=O)c2ccc3c(c2)OCO3)c(C)n1Cc1cccs1 | i | 0 | 2% | 9% | 2% | 22 | -4% | -2% | -10%
Cc1ccc(C)c(Cn2nnc3c(=O)[nH]c(C4CCN(C(=O)c5cccs5)CC4)nc32)c1 | i | 0 | 8% | · | 1% | 17 | -12% | 4% | -10%
COc1ccccc1S(=O)(=O)Cc1ccc(C(=O)NCCN(C)C)o1 | i | 4 | 9% | -13% | -8% | 9 | 8% | -1% | 2%
Oc1[nH]c2ccccc2c1C=Nc1ccc2c(c1)OCO2 | i | 1 | 16% | 7% | -1% | 0 | 8% | 2% | 18%
Cn1c(=O)c2c(nc(NCc3ccc4c(c3)OCO4)n2Cc2ccc(F)cc2)n(C)c1=O | i | 0 | 11% | · | 2% | 7 | 3% | -2% | -22%
CC(C)C(=O)NC(C)C(c1cccs1)N1CCOCC1 (stereo not drawn) | i | 0 | 10% | -3% | 3% | 14 | 10% | 9% | -11%
O=C(O)C1CC=CCC1C(=O)N1CCCC1 (stereo not drawn) | i | 5 | 6% | · | -3% | 1 | -16% | 3% | -14%
Cc1ccccc1-c1nc(CN2CCC(C(=O)NCc3ccco3)CC2)c(C)o1 | i | 9 | -8% | 8% | -6% | 15 | 3% | 2% | 7%
CC(C)(C)NCC(O)COc1ccccc1C(C)(C)C (stereo not drawn) | i | 0 | 8% | 1% | -6% | 12 | 1% | 8% | -3%
COc1cc(C(O)P(=O)(OC2CCCCC2)c2ccc(N(C)C)cc2)cc(OC)c1OC (stereo not drawn) | i | 4 | 4% | 6% | -3% | 10 | -10% | -9% | -7%
COc1ccc(C(=O)/C=C/N2CCCCC2)cc1OC | i | 12 | 1% | 4% | -3% | 11 | 6% | -2% | 12%
C/C=C/Cn1c(Br)nc2c1c(=O)n(C)c(=O)n2C | i | 1 | 1% | 5% | -5% | 8 | -21% | -18% | -16%
CCN(CC)S(=O)(=O)c1cc(C(=O)OCC(=O)c2ccc3c(c2)NC(=O)CO3)ccc1F | i | 7 | 5% | 1% | -4% | 0 | -13% | 5% | 1%
CCOC(=O)Nc1cc2c(cc1C(C)=O)OCO2 | i | 13 | 3% | 3% | -8% | 8 | 5% | 0% | 4%
c1ccc(C(Cc2nc(-c3ccncc3)no2)c2ccccc2)cc1 | i | 6 | 10% | · | -7% | 4 | 7% | -4% | 4%
O=C(CN1CC(=O)Oc2ccccc21)NCc1ccco1 | i | 0 | -20% | 16% | -12% | 8 | -2% | 21% | 2%
OC(CN1C2=NCCN2c2ccccc21)c1ccccc1 (stereo not drawn) | i | 0 | 8% | 7% | 1% | 13 | 6% | -1% | -3%
C/C(N)=C(/C#N)C(=O)CSc1nnc(COc2ccccc2Cl)o1 | i | 0 | 16% | -12% | -1% | 16 | 8% | 12% | 8%
c1ccc(-n2c(Cc3cccnc3)nc3cnccc32)cc1 | · | 3 | 8% | 3% | -10% | 24 | -6% | · | -16%
CC(=O)Oc1ccc2oc(=O)c3c(c2c1)CCCN3C(=O)CN1CCN(c2ncccn2)CC1 | i | 6 | 6% | 10% | -4% | 6 | 4% | -2% | -1%
CCCOc1cccc(C2C(C(=O)c3ccco3)=C(O)C(=O)N2CCN(CC)CC)c1 (stereo not drawn) | i | 10 | 10% | 0% | -3% | 2 | · | 3% | ·
Cc1csc(NC(=O)C2CCCN(S(=O)(=O)c3ccc(Br)s3)C2)n1 (stereo not drawn) | i | 3 | 6% | -6% | -5% | 15 | 5% | · | -1%
Cc1cc(=O)n(CC=C(Cl)Cl)c2ccccc12 | i | 0 | 10% | -3% | -5% | 9 | -2% | -24% | -5%
CCN(CC)CC(=O)Nc1ccc(C)cc1Br | i | 4 | 10% | 8% | -3% | 0 | -3% | -3% | -1%
Cn1c(=O)cc(N2CCCCC2)[nH]c1=O | i | 5 | -2% | -1% | 2% | 11 | 10% | 1% | 1%
O=C(CC1CCCC1)NCCc1cn2ccccc2n1 | i | 2 | -5% | -8% | 6% | 0 | -9% | · | -15%
CC(C)Cn1c(SCC#N)nc2ccccc2c1=O | i | 7 | 12% | 5% | -14% | 17 | -12% | -6% | -11%
COc1ccc(S(=O)(=O)N2CCN(CC(=O)Nc3cccc(F)c3)CC2)cc1 | i | 0 | 6% | 2% | 0% | 11 | -4% | 28% | -6%
COc1cccc(C(=O)N2CCN(c3ncccn3)CC2)c1 | i | 10 | 4% | 4% | 1% | 5 | 2% | -2% | -3%
CN(Cc1ccccc1)Cc1nc2c(c(=O)n(C)c(=O)n2C)n1Cc1ccc(F)cc1 | i | 8 | 11% | 1% | 4% | 6 | -29% | 2% | -20%
CC(O)(C#CCN1CCOCC1)c1ccccc1 (stereo not drawn) | i | 0 | 9% | 12% | 11% | 12 | -3% | -10% | -6%
CCCCCCOc1ccc(C(CC(=O)O)C(N)=O)cc1 (stereo not drawn) | i | 12 | 17% | -3% | -2% | 7 | -13% | -2% | -36%
O=C1CN(Cc2ccccc2)C(=NCc2ccco2)S1 | i | 13 | 21% | 10% | 9% | 18 | -62% | -4% | -6% | PMK inhibit pilot replicates=4.0;Spn MK inh pilot replicates=0.0;Spn DPM-DC inh pilot screen %=0.0
Cc1ccc(S(=O)(=O)N[C@@H](C)C(=O)N2CCC(C(=O)N3CCC[C@H]3C(=O)O)CC2)cc1 | i | 1 | 7% | 16% | -8% | 0 | -1% | 4% | -6% | PMK inhibit pilot replicates=1.0;Spn MK inh pilot replicates=0.0;Spn DPM-DC inh pilot screen %=0.0
COc1cccc(NS(=O)(=O)c2ccc(NC(C)=O)cc2)c1 | i | 10 | 9% | 6% | -3% | 8 | 4% | -6% | 1%
COc1ccccc1OCCOc1ccc(/C=N/n2cnnc2)cc1 | i | 15 | 6% | · | -1% | 4 | 3% | 3% | -4%
Oc1ccccc1CN1CCCN(Cc2ccccc2O)C1 | i | 10 | -27% | -1% | -4% | 7 | 7% | 7% | -3%
CCOC(=O)C1CCCN(c2c(N3CCN(c4ccccn4)CC3)c(=O)c2=O)C1 (stereo not drawn) | i | 6 | 16% | 20% | -5% | 1 | -1% | -3% | 3% | PMK inhibit pilot replicates=1.5;Spn MK inh pilot replicates=1.5;Spn DPM-DC inh pilot screen %=0.5
FC(F)(F)c1nnc2ccc(N3CCCCCC3)nn12 | i | 6 | 6% | -2% | 0% | 10 | 1% | 7% | 3%

9 structures out of the list, arranged by formula weight, ascending:
SMILES | Spn DPM-DC inh | Spn MK inh | Alkaline phosphatase | LYP inhibition | Bfl-1 inhibitors | PMK inhibit | HPDE-C7 viability | HT1080 cytotoxicity | HPDE-C7K KRASV12 | others
Cn1c(=O)cc(N2CCCCC2)[nH]c1=O | i | 5 | -2% | -1% | 2% | 11 | 10% | 1% | 1%
CC(O)(C#CCN1CCOCC1)c1ccccc1 (stereo not drawn) | i | 0 | 9% | 12% | 11% | 12 | -3% | -10% | -6%
CC(C)Cn1c(SCC#N)nc2ccccc2c1=O | i | 7 | 12% | 5% | -14% | 17 | -12% | -6% | -11%
O=C1CN(Cc2ccccc2)C(=NCc2ccco2)S1 | i | 13 | 21% | 10% | 9% | 18 | -62% | -4% | -6% | PMK inhibit pilot replicates=4.0;Spn MK inh pilot replicates=0.0;Spn DPM-DC inh pilot screen %=0.0
CCCCCCOc1ccc(C(CC(=O)O)C(N)=O)cc1 (stereo not drawn) | i | 12 | 17% | -3% | -2% | 7 | -13% | -2% | -36%
Oc1ccccc1CN1CCCN(Cc2ccccc2O)C1 | i | 10 | -27% | -1% | -4% | 7 | 7% | 7% | -3%
COc1cccc(NS(=O)(=O)c2ccc(NC(C)=O)cc2)c1 | i | 10 | 9% | 6% | -3% | 8 | 4% | -6% | 1%
COc1ccccc1OCCOc1ccc(/C=N/n2cnnc2)cc1 | i | 15 | 6% | · | -1% | 4 | 3% | 3% | -4%
Cc1ccc(S(=O)(=O)N[C@@H](C)C(=O)N2CCC(C(=O)N3CCC[C@H]3C(=O)O)CC2)cc1 | i | 1 | 7% | 16% | -8% | 0 | -1% | 4% | -6% | PMK inhibit pilot replicates=1.0;Spn MK inh pilot replicates=0.0;Spn DPM-DC inh pilot screen %=0.0

Carrying on:
SMILES | Spn DPM-DC inh | Spn MK inh | Alkaline phosphatase | LYP inhibition | Bfl-1 inhibitors | PMK inhibit | HPDE-C7 viability | HT1080 cytotoxicity | HPDE-C7K KRASV12 | others
Cc1ccc(S(=O)(=O)Cn2nnnc2CN2CCCC3(CCCCC3)C2)cc1 | i | 0 | 11% | 5% | 3% | 10 | -1% | -3% | 4%
COC(=O)C(C(=O)Nc1ccc(OC)cc1)C1CCCCCC1 (stereo not drawn) | i | 11 | 6% | 4% | -5% | 10 | -14% | -1% | -29%
CCn1c(=O)c(C(=O)CN2CCCc3ccccc32)c(N)n(Cc2ccccc2)c1=O | i | 1 | 8% | 10% | -3% | 16 | 24% | 0% | 24%
O=C(Nc1cccnc1)c1cccc(NC(=O)c2ccco2)c1 | i | 9 | 8% | 5% | 11% | 0 | -11% | 17% | 1% | PMK inhibit pilot replicates=2.5;Spn MK inh pilot replicates=2.0;Spn DPM-DC inh pilot screen %=3.0
O=C(CCNC(=O)c1ccc(Br)o1)NCc1ccccc1Cl | i | 0 | 9% | 1% | -8% | 16 | -6% | 11% | 0%
Cn1c(C(=O)Nc2ccc3c(c2)OCO3)cc2c(=O)n(C)c3ccccc3c21 | · | 10 | 18% | · | 9% | 7 | 18% | 1% | 14% | PMK inhibit pilot replicates=5.0;Spn MK inh pilot replicates=2.5
O=c1nc(N2CCCCC2)nc2n1CCO2 | i | 4 | 9% | -9% | -1% | 11 | -12% | 3% | -4%
